NS5 inhibitors – Dengue-2 NS5 methyltransferase inhibitors, primary screen, biochemical, confirmation dose response (AID 588689); Dengue-2 NS5 methyltransferase capping enzyme assay, biochemical; higher % means a stronger effect; one-dose inhibition, % at 25 µM; IC50 in µM for titrated hits; actives 0.3% (n = 340,000); in the data active means a potency from the dose series
NTR1 ag – agonists of NTR1, primary screen, imaging, U2OS cells, beta-arrestin-GFP, high content (AID 493036). P30989. NTR1-U2OS beta-arrestin-GFP spot imaging, agonist mode. activation, % at 20 µM. actives 0.17% (n = 330,000);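 active means activation at or above 40% of the spot to cytoplasm intensity ratio, with at least 20 cells analyzed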;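 further: 0% = DMSO without peptide and 100% = 100 nM NTR1 peptide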
Target sequence (P30989 whole entry, looked up): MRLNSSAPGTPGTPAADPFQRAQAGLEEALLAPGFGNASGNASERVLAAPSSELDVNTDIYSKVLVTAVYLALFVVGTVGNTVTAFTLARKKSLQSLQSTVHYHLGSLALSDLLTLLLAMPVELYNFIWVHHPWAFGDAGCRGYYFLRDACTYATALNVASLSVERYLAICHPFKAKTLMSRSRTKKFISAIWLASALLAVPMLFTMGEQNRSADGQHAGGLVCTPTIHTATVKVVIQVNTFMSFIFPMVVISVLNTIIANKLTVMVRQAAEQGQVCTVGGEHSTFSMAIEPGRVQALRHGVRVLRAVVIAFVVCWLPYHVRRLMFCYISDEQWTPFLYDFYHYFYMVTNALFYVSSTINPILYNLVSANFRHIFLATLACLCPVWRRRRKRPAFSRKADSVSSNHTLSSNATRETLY
NTR1 ag cell count 20 µM – recorded beside NTR1 ag, whose call it bears; cell count; measured here: cell count, cytotoxicity flag
An asterisk follows results filed as active; / = not tested or not shown.

SMILES	NS5 inhibitors	NTR1 ag	others
CC1CCN(CC(O)COC2CC(C)CC(C)(C)C2)CC1 (configuration not stated)	/	0.2	NTR1 ag cell count 20 µM=50
COc1cc(S(=O)(=O)N2CCN(Cc3ccc4c(c3)OCO4)CC2)ccc1NC(C)=O	/	-1.6	NTR1 ag cell count 20 µM=63
O=C1NC(Cc2ccc(O)cc2)c2nc3ccccc3c(=O)n2-c2ccccc21 (configuration not stated)	/	0.2	NTR1 ag cell count 20 µM=57
CN(C(=O)CSc1nncc2ccccc12)c1ccccc1	/	-2.5	NTR1 ag cell count 20 µM=56
COc1ccc(NC(=O)C2CC3CCC2C3)c(OC)c1 (configuration not stated)	/	-1.5	NTR1 ag cell count 20 µM=53
Cc1cc(C(=O)O)ccc1-n1c(C)ccc1C	/	-0.4	NTR1 ag cell count 20 µM=81
Cc1cc(NC(=O)Cn2cnc3sc(C)c(C)c3c2=O)no1	/	-1.3	NTR1 ag cell count 20 µM=48
CC1(C)CC(=O)C=C(c2ccc(COC(=O)/C=C/c3ccccc3)cc2)C1=O	2%	/
COCCCNc1c2c(nc3ccccc13)CCC2	5%	/
Cc1ccc(OCC(=O)N2CCc3ccccc3C2)cc1C	-7%	/
CC(C)NC(=O)c1ccc(CONC(=O)OCc2ccccc2)cc1	-3%	/
CCOc1ccc(S(=O)(=O)N2CCCCC2)cc1NC(=O)Cc1ccc(OC)cc1	-3%	/
Cc1ccc(/C(N)=N/OC(=O)COc2cccc3ccccc23)cc1	-3%	/
COc1ccc(OC(=O)N(C)C[C@@H]2OCc3cn(nn3)CCCC(=O)N([C@@H](C)CO)C[C@H]2C)cc1	-1%	/
CCN(Cc1cnn(C)c1)C(=O)c1ccc2nc(Cc3ccccc3F)oc2c1	-9%	/
C[C@@H]1CN([C@H](C)CO)C(=O)CCCn2nncc2CO[C@@H]1CN(C)S(=O)(=O)c1ccc(C#N)cc1	3%	/
O=C(COc1ccc(Cl)cc1Cl)NC1CC1	6%	/
COc1ccc(CN2C(=O)C(CC(=O)NCc3cccs3)CC(C(=O)N3CCOCC3)=C2C)cc1 (configuration not stated)	1%	/
COc1ccccc1N1CCN(c2ccc3c(c2)S(=O)(=O)c2cccc(C(=O)NCc4cccc(F)c4)c2C3=O)CC1	5%	/
NS(=O)(=O)c1ccc(NCc2cnc3ccccc3c2)cc1	-2%	/

4 records picked at random from the list so far:
SMILES	NS5 inhibitors	NTR1 ag	others
CN(C(=O)CSc1nncc2ccccc12)c1ccccc1	/	-2.5	NTR1 ag cell count 20 µM=56
CCN(Cc1cnn(C)c1)C(=O)c1ccc2nc(Cc3ccccc3F)oc2c1	-9%	/
COc1ccc(NC(=O)C2CC3CCC2C3)c(OC)c1 (configuration not stated)	/	-1.5	NTR1 ag cell count 20 µM=53
Cc1cc(C(=O)O)ccc1-n1c(C)ccc1C	/	-0.4	NTR1 ag cell count 20 µM=81

Among those listed so far, 3 have a halogen.
SMILES	NS5 inhibitors	NTR1 ag	others
CCN(Cc1cnn(C)c1)C(=O)c1ccc2nc(Cc3ccccc3F)oc2c1	-9%	/
O=C(COc1ccc(Cl)cc1Cl)NC1CC1	6%	/
COc1ccccc1N1CCN(c2ccc3c(c2)S(=O)(=O)c2cccc(C(=O)NCc4cccc(F)c4)c2C3=O)CC1	5%	/

Additional records.
SMILES	NS5 inhibitors	NTR1 ag	others
COc1ccc(-n2c(-c3ccc(Cl)cc3)n[nH]c2=S)c(OC)c1	-5%	/
C[C@@H]1Cn2cnc(C(=O)Nc3ccccc3)c2C(=O)N1	-2%	/
CC1(C)NC(=O)N(CC(=O)Nc2ccc(-c3ccccc3)cc2)C1=O	-9%	/
O=C(Nc1cc(C(F)(F)F)ccc1N1CCCCC1)C1=COCCO1	-3%	/
CCCNC(=O)C1CC(=O)N(c2ccc(OCc3ccccc3)cc2)C1 (configuration not stated)	6%	/
COc1ccc(-c2csc(NC(=O)CS(=O)(=O)c3ccccc3)n2)c(OC)c1	7%	/
CSc1ncnc2c1ncn2CCCNc1ccc(C)c(C)c1	2%	/
O=C(COc1ccccc1)NC(=S)Nc1cccc2c(O)cccc12	5%	/
CCN1CCCC1CNC(=O)c1ccc2c(c1)NC(=O)/C(=C\c1ccccc1Cl)S2 (configuration not stated)	-2%	/
COc1cc(-c2nnc(COC(=O)c3ccc([N+](=O)[O-])o3)o2)cc(OC)c1OC	2%	/
O=C(O)CC(C(=O)O)C(=Cc1ccccc1)c1ccccc1 (configuration not stated)	3%	/
Cc1ccc(C(=O)Nc2ccc(NC(=O)c3ccccc3Cl)c(C)c2)cc1	4%	/
CC1=C(C(=O)N2CCOCC2)CC(CC(=O)NCCN2CCOCC2)C(=O)N1Cc1ccc(C(C)(C)C)cc1 (configuration not stated)	1%	/
CCCN1CCN(C(=O)c2ccc(S(=O)(=O)N(C)c3ccccc3OC)cc2)CC1	-5%	/
COc1cc(NC(=O)CSc2nc3[nH]ncc3c(=O)n2-c2ccccc2)cc(OC)c1OC	7%	/
Cc1cc(NC(=O)Nc2cccc(Cl)c2)no1	3%	/
CCC1NC(=O)c2cc3ccccc3cc2-n2c1nc1cc(C)cc(C)c1c2=O (configuration not stated)	-5%	/
CCOc1ccccc1C(=O)NC(C(=O)OCn1nnc2ccccc2c1=O)C(C)C (configuration not stated)	2%	/
O=[N+]([O-])c1cccnc1C1OCCO1	-4%	/
CCCCCC(=O)N1C[C@H](n2cc(C3CC3)nn2)[C@@H](O)C[C@@H]1c1ccc(OC)cc1	-1%	/
Cc1c(C(=O)NNC(=O)c2ccccc2O)oc2ccccc12	2%	/
C[C@@H]1CN([C@H](C)CO)C(=O)c2cc(Br)cnc2O[C@H]1CN(C)Cc1ccccc1	-2%	/
Cc1ccc(C)c(N2N=C(C(=O)OCc3nnc(-c4ccccc4Br)o3)CCC2=O)c1	1%	/
N#Cc1cccc(N2[C@@H](Cc3cc4ccccc4n3Cc3ccccc3)COC[C@H]2Cc2ccc3ccccc3c2)c1	-3%	/
COc1ccccc1-c1cnc2c(c1)C(=O)N([C@@H](C)CO)C[C@@H](C)[C@H](CN(C)C(=O)c1cccnc1)O2	-1%	/
C[C@H]1CN([C@@H](C)CO)S(=O)(=O)c2ccc(Br)cc2O[C@H]1CN(C)C(=O)Cc1ccccc1	3%	/
COc1cccc(NC(=O)Nc2ccc(F)cc2)c1	-2%	/
C[C@@H]1CN([C@H](C)CO)C(=O)c2cc(Br)cnc2O[C@@H]1CN(C)C(=O)c1ccccc1	-6%	/
COc1ccc(NC(=O)N(C)[C@H]2C[C@H]3c4[nH]c5ccccc5c4CCN3C(=O)[C@H]2[C@H](C)O)cc1	-3%	/
CS(=O)(=O)N(CC(=O)N1CCCC1)c1cccc(C(F)(F)F)c1	2%	/
O=S(=O)(O)Sc1ccccc1	-21%	/
COc1ccc(S(=O)(=O)N(C)C[C@@H]2Oc3cc(Br)ccc3S(=O)(=O)N([C@H](C)CO)C[C@@H]2C)cc1	-3%	/
O=C(O)c1ccc(Cl)c(NC(=O)C2CCN(S(=O)(=O)c3cccs3)CC2)c1	3%	/
O=C1c2ccccc2C(=O)N1CCC#C/C=C1\c2ccccc2C(=O)N1c1ccccc1	-7%	/
O=C(Nc1ccc(F)cc1)c1cnccn1	2%	/
CCN(C(=O)Nc1cccc2ccccc12)c1ccccc1	-6%	/
COc1ccc(CCN2CC(=O)NC(=O)C2)cc1OC	3%	/
COc1ccc(-c2ccc(CN3C(C(C)C)C(=O)N(Cc4cn(CCC5OCCO5)nn4)CCS3(=O)=O)cc2)cc1 (configuration not stated)	-10%	/
Cc1cc(S(=O)(=O)c2ccc(Cl)cc2)nc(S(=O)(=O)c2ccc(Cl)cc2)c1C#N	-45%	/
COc1ccc(CN(C(C)=O)c2cc(C)c([N+](=O)[O-])cc2OC)cc1OC	5%	/
O=C(Nc1cccc(C(=O)O)c1)/C(=C\c1ccccc1)NC(=O)c1ccc(Br)o1	-6%	/
CCc1c(O)nc(SCC(=O)Nc2c(C)cccc2C)n(-c2ccc(F)cc2)c1=O	-5%	/
CCN(CC)C(=O)C1=C(C)N(Cc2ccc(C(C)(C)C)cc2)C(=O)C(CC(=O)NCC2CCCCC2)C1 (configuration not stated)	-2%	/
COc1ccc(S(=O)(=O)N(C)C[C@@H]2OCc3cnnn3CCCC(=O)N([C@@H](C)CO)C[C@H]2C)cc1	-4%	/
CCc1c(O)nc(SCC(=O)Nc2ccc(Cl)cc2)n(-c2ccccc2)c1=O	-1%	/
CN(C(=O)CSc1nnc(C(F)(F)F)n1C)c1c(N)n(Cc2ccccc2)c(=O)[nH]c1=O	-8%	/
O=C(O)CC1NC(=S)N(Cc2ccccc2)C1=O (configuration not stated)	4%	/
COCOCCn1cc(CN2CCS(=O)(=O)N(Cc3ccc(-c4ccc(Cl)cc4)cc3)C(C)C2=O)nn1 (configuration not stated)	3%	/
Cc1c(Cl)cccc1N1C(=O)CC(Sc2ccccc2N)C1=O (configuration not stated)	-5%	/
O=C(CCc1c[nH]c2ccccc12)N1CCN(S(=O)(=O)c2ccc([N+](=O)[O-])cc2)CC1	-10%	/
CC1CN(S(=O)(=O)c2cccc(C(=O)N(C)C3CCCCC3)c2)CC(C)O1 (configuration not stated)	2%	/
CN(Cc1ccccc1)C(CNS(=O)(=O)c1ccccc1)c1ccccc1 (configuration not stated)	7%	/
CC1C(=O)N(Cc2cn(CC3CCCCC3)nn2)CCS(=O)(=O)N1Cc1ccc(-c2ccc(Cl)cc2)cc1 (configuration not stated)	-6%	/
O=C1c2ccccc2CCC12OC2c1ccc([N+](=O)[O-])cc1 (configuration not stated)	-3%	/
Cc1onc(-c2c(F)cccc2Cl)c1C(=O)OCC(=O)N(C)c1ccccc1	-5%	/
Cc1ccc(C)c(NC(=O)c2ccc3c(c2)CCN3S(C)(=O)=O)c1	4%	/
COc1ccc(CN(C)C[C@@H]2OCc3cnnn3CCCC(=O)N([C@@H](C)CO)C[C@H]2C)cc1	-3%	/
CCCCCC(=O)N1C[C@H](O)[C@@H](n2cc(-c3ccc(F)cc3)nn2)C[C@@H]1c1ccccc1	-2%	/
O=C(Nc1ccc(OC(F)(F)F)cc1)c1cc(S(=O)(=O)N2CCCCC2)ccc1N1CCOCC1	-6%	/
COc1ccc(Cc2nc3ccc(C(=O)NCc4cccc(C)n4)cc3o2)cc1OC	-3%	/

Additional results follow:
SMILES	NS5 inhibitors	NTR1 ag	others
COc1ccc(C(=O)NNC(=O)Cn2nc(C)cc2C)cc1S(=O)(=O)N1CCOCC1	-2%	/
C[C@@H]1CN([C@H](C)CO)C(=O)CCCn2cc(nn2)CO[C@H]1CN(C)C(=O)OCc1ccccc1	-1%	/
Cc1cc(CN(Nc2ccccc2)c2ccccc2)cc(C)n1	-5%	/
Cn1cccc1CN1CCC[C@]2(N[C@H](c3ccccc3)[C@@H]3C(=O)N(Cc4ccccc4)C(=O)[C@@H]32)C1=O	-10%	/

By substructure, the entries above containing a COOH group (five)
SMILES	NS5 inhibitors	NTR1 ag	others
Cc1cc(C(=O)O)ccc1-n1c(C)ccc1C	/	-0.4	NTR1 ag cell count 20 µM=81
O=C(O)CC(C(=O)O)C(=Cc1ccccc1)c1ccccc1 (configuration not stated)	3%	/
O=C(O)c1ccc(Cl)c(NC(=O)C2CCN(S(=O)(=O)c3cccs3)CC2)c1	3%	/
O=C(Nc1cccc(C(=O)O)c1)/C(=C\c1ccccc1)NC(=O)c1ccc(Br)o1	-6%	/
O=C(O)CC1NC(=S)N(Cc2ccccc2)C1=O (configuration not stated)	4%	/

Screens as filed in PubChem.

This is a subset, so the mix of outcomes need not match the whole.
